S3 lipid droplet: qHTS Assay for Lipid Storage Modulators in Drosophila S3 Cells. Drosophila S3 cells, BODIPY lipid droplet fluorescence, 18-24 h; cells fed with added oleic acid. lipid storage change, negative = inhibition, % at the top dose, mostly 46.1 µM; hits show Potency in µM. AID 2685. 320,000 compounds, 0.64% hits; active = well fitted inhibition curve with a large enough effect in the signal ratio, with a control signal flat, not every such curve was filed as active; inconclusive = small, poorly fitted or top-dose-only effect, or effect the other way, or a change in a side signal; the % refers to the signal ratio
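Laser-scanning cytometry quantifies lipid droplet accumulation (500–530 nm total intensity; droplet/cell object ratio) in oleic acid-fed (400 uM added) Drosophila S3 cells treated with a concentration series. 20 uM Triacsin C defined 100% inhibition.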
S3 lipid droplet cell count max: second read-out of S3 lipid droplet, no call of its own (marks repeat the call); cell number change, %; measured here: cell count max response;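 cells counted by Cell Tracker Red CMTPX staining in the red channel; peak over a dose series mostly up to 46.1 µM; percent activity relative to internal control wells on each plate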
Active calls of the source: *; ? = inconclusive; / = no result given; & = joins results of further samples. % is set by controls: 0 for no effect and ±100 for the full control effect; potency is the fitted concentration of half-maximal effect. Only part of the results is shown. The share of hits here may be higher or lower than overall.

SMILES | S3 lipid droplet | S3 lipid droplet cell count max
O=C(CCN1CCC(c2ccccc2)C1)c1ccc2c(c1)OCCO2 (stereo not drawn) | ? | /
CC(=O)c1ccc(S(=O)(=O)NC(=O)NC2CCCCC2)cc1 | ? | /
CCOc1ccc(NC(=O)Cn2cc(C(=O)c3ccco3)c3ccccc32)cc1 | ? | /
OC(C#CCN1CCCC1)(c1ccccc1)c1ccccc1 | 7% | 12
CCCCCCO | ? | /
CCOC(=O)c1ccc(N)cc1 | ? | /
C/C=C(/C)C(=O)O[C@@H]1c2c(ccc3ccc(=O)oc23)OC(C)(C)[C@@H]1OC(=O)/C(C)=C\C | 13% | 8
CN1CCOC(c2ccccc2)c2ccccc2C1 (stereo not drawn) | 33% | 3
CN(C)CCOC(C)(c1ccccc1)c1ccccn1 (stereo not drawn) | ? | 15
CC(C(=O)O)c1ccc(C(=O)c2cccs2)cc1 (stereo not drawn) | 0% | -3
CCN(CC)CCNC(=O)c1cc(Cl)c(N)cc1OC | 1% | -9
CCCNC(C)C(=O)Nc1c(C)csc1C(=O)OC (stereo not drawn) | -4% | -15
OCCN1CCN(CCCN2c3ccccc3Sc3ccc(Cl)cc32)CC1 | ? | /
C[C@]12CCC(=O)C=C1CC[C@@H]1[C@@H]2CC[C@@]2(C)[C@H]1CC[C@]2(O)C(=O)CO | ? | /
Oc1ccc(/C=C/c2cc(O)cc(O)c2)cc1 | ? | /
CCC(C)n1ncn(-c2ccc(N3CCN(c4ccc(OCC5COC(Cn6cncn6)(c6ccc(Cl)cc6Cl)O5)cc4)CC3)cc2)c1=O (stereo not drawn) | 4%&-5% | 7&-13
CCN(CC)CCOC(=O)C1(c2ccccc2)CCCC1 | 0% | 3
Cc1nc2ccccn2c(=O)c1CCN1CCC(C(=O)c2ccc(F)cc2)CC1 | 12% | 12
CCc1cc(=O)oc2c(CNC(Cc3ccccc3)C(=O)O)c(O)ccc12 (stereo not drawn) | -11% | 14
O=S(=O)(c1cccc2cnccc12)N1CCCNCC1 | -2% | 14
COc1cc2c(c(OC)c1OC)-c1c(cc3c(c1OC)OCO3)[C@@H](OC(C)=O)[C@H](C)[C@H](C)C2 | -7% | -18

Compounds above that contain a carbonyl joined to an NH by a bond outside any ring, in the order listed:
SMILES | S3 lipid droplet | S3 lipid droplet cell count max
CC(=O)c1ccc(S(=O)(=O)NC(=O)NC2CCCCC2)cc1 | ? | /
CCOc1ccc(NC(=O)Cn2cc(C(=O)c3ccco3)c3ccccc32)cc1 | ? | /
CCN(CC)CCNC(=O)c1cc(Cl)c(N)cc1OC | 1% | -9
CCCNC(C)C(=O)Nc1c(C)csc1C(=O)OC (stereo not drawn) | -4% | -15

Compound profiles (already shown).
Profile of CCC(C)n1ncn(-c2ccc(N3CCN(c4ccc(OCC5COC(Cn6cncn6)(c6ccc(Cl)cc6Cl)O5)cc4)CC3)cc2)c1=O (stereo not drawn) = S3 lipid droplet = 4%&-5%; S3 lipid droplet cell count max = 7&-13
Profile of OCCN1CCN(CCCN2c3ccccc3Sc3ccc(Cl)cc32)CC1 = S3 lipid droplet = ?; S3 lipid droplet cell count max = /
Profile of CC(=O)c1ccc(S(=O)(=O)NC(=O)NC2CCCCC2)cc1 = S3 lipid droplet = ?; S3 lipid droplet cell count max = /

Quoted from the listing.
For S3 lipid droplet cell count max, `CC(C(=O)O)c1ccc(C(=O)c2cccs2)cc1` (stereo not drawn) shows -3
For S3 lipid droplet cell count max, `CN1CCOC(c2ccccc2)c2ccccc2C1` (stereo not drawn) shows 3
For S3 lipid droplet cell count max, `O=S(=O)(c1cccc2cnccc12)N1CCCNCC1` shows 14
For S3 lipid droplet cell count max, `COc1cc2c(c(OC)c1OC)-c1c(cc3c(c1OC)OCO3)[C@@H](OC(C)=O)[C@H](C)[C@H](C)C2` shows -18

From PubChem BioAssay
